# EPAC1 antagonist = blocks human EPAC1 exchange factor; AID 720709; actives 0.14% (n = 360,000); Potency, µM (series often up to 115 µM), for the others: top-dose activity change, negative = inhibition, most hits filed as inhibitors; O95398; EPAC1 GEF assay, Rap1b-BODIPY-GDP exchange fluorescence;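 also: potency is read from the fitted curve at half-maximal effect; plate controls were vehicle for no effect and positive control for full effect; nearly all actives have a fitted effect of over 50% in size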
# PLK1 PBD inh = blocks phosphopeptide binding to human PLK1 polo-box domain; Plk1 PBD binding of FITC phosphopeptide, fluorescence polarization; AID 720504; actives 2.8% (n = 360,000); Potency, µM, for the others: max response, negative = inhibition, actives largely listed as inhibitors; P53350; also: potency is read from the fitted curve at half-maximal effect; series mostly up to about 57 µM; % is scaled to controls: 0 for no effect and ±100 for the full control effect; nearly all actives have a fitted effect of over 65% in size
# Target sequence (P53350 whole entry, looked up, the tested form may be a part): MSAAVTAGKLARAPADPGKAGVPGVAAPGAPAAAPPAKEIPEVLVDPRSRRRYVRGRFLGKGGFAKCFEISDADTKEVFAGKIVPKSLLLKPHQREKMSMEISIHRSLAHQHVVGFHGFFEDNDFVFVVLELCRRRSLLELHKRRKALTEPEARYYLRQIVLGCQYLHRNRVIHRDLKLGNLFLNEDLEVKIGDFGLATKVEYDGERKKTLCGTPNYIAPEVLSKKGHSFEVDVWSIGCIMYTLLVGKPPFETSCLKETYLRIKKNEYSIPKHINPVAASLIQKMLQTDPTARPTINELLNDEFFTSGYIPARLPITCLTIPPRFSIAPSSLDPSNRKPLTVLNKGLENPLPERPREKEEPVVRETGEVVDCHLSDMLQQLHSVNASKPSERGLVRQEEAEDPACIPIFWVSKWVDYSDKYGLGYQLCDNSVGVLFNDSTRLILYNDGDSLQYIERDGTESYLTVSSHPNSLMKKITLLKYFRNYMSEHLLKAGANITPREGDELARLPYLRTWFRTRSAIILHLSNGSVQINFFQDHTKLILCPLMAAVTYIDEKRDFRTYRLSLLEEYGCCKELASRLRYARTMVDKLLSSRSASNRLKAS
# EPAC1 ag = activates human EPAC1 exchange factor; actives 0.073% (n = 360,000); Potency, µM (highest dose often 154 µM), for inactives: at the highest dose activation, usual class: activators; AID 720707; EPAC1 agonist qHTS, biochemical assay; response scale: 100% = response to 6.5 mM cAMP; O95398; also: potency is read from the fitted curve at half-maximal effect; nearly all actives have a fitted effect of over 60% in size
#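 Read-out is the fluorescence drop as BODIPY-GDP leaves Rap1B (480 nm excitation, 540 nm emission), recorded every 5 minutes over 30 minutes. Reactions held 100 nM EPAC1, 250 nM Rap1B–BODIPY-GDP and 50 uM GDP, with 6.5 mM cAMP setting full activation.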
# Abeta yeast res = A-beta toxicity reversal in yeast | AID 1347071 | actives 0.063% (n = 410,000) | Potency, µM (top dose mostly 46.1 µM), without a hit: at the top dose growth rescue, hits mostly activators | yeast expressing A-beta42, growth rescue, OD600, 48 h; response scale: 0% DMSO, 100% iron-clioquinol control; also: potency is read from the fitted curve at half-maximal effect; nearly all actives have a fitted effect of over 55% in size
#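 Growth rescue measured by 600 nm absorbance after 48 h yeast culture at 30 C with compound. Values normalized between DMSO and an equimolar ferric chloride plus clioquinol control.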
# PI5P4Ka inh = PI5P4K alpha (human) kinase inhibition; PI5P4Kalpha enzyme, ADP-Glo luminescence, 60 min; stronger effect = lower value; P48426; actives 1.2% (n = 330,000); max response, %; active = max response of -50% or lower; inconclusive = between -30% and -50%; inactive = -30% or higher; also: value at the top dose of about 77 µM; % is scaled to controls: 0 for no effect and ±100 for the full control effect
# Target sequence (P48426 whole entry, looked up): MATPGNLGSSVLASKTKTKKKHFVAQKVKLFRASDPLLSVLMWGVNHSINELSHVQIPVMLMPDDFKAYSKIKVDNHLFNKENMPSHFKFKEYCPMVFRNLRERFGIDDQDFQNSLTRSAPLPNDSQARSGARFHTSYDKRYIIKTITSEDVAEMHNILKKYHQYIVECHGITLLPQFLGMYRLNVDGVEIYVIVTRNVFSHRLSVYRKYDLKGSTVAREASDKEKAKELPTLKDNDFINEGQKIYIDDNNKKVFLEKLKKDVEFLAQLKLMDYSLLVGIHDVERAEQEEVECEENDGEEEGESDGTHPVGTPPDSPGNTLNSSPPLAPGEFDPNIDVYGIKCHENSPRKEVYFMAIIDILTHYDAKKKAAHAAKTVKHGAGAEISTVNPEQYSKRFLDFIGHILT
#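 ADP-Glo luminescence end-point after a 60 min room-temperature kinase reaction. PI5P4Kalpha and substrate in HEPES pH 7.4 buffer with EGTA, 0.1% CHAPS and 5% DMSO; ATP at 5 microM final.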
# FUS suppressor = suppressors of FUS proteinopathy in yeast; Potency, µM (titrated, usually from 76.6 µM), for the others: top-dose growth rescue (activation), actives largely listed as activators; S. cerevisiae FUS-expressing, growth rescue, OD600, 24 h; actives 0.24% (n = 390,000);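 also: potency is read from the fitted curve at half-maximal effect; plate controls were DMSO vehicle for no effect and reference control for full effect; nearly all actives have a fitted effect of over 55% in size; some results filed as inactive show a strong effect at the top dose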
#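 S. cerevisiae expressing FUS from galactose induction served as the toxicity model. Growth after 24hr at 30C, read as absorbance at 600 nm, indicates suppression of toxicity; compounds dosed at several concentrations.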
# IL-2 act = IL-2 activation; IL-2 activation reporter assay, cell-based qHTS; stimulated with anti-CD3/CD4/CD28 beads; in transgenic mouse T cells; activation, % (series mostly up to about 46 µM); actives 0.065% (n = 360,000); in the data active = activation above about 50%; inconclusive = mostly about 30% to 49%; also: 0% is about no effect
#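 Readout is EGFP and DsRed signal by fluorescent plate cytometry after 18 h at 37 degrees C. Transgenic mouse T cells (750/well) received compound for 60 min before bead stimulation (anti-CD3, anti-CD4, anti-CD28); memory T cells served as non-tolerant control.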
# WRN helicase inh = blocks human WRN helicase; Potency, µM (series often up to 114 µM), for the others: top-dose activity change, negative = inhibition, most hits filed as inhibitors; Q14191; WRN helicase unwinding, fluorescent forked duplex, kinetic; actives 0.46% (n = 360,000); also: potency is read from the fitted curve at half-maximal effect; % is scaled to controls: 0 for no effect and ±100 for the full control effect; nearly all actives have a fitted effect of over 55% in size
#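 WRN at 20 nM final preincubated with compound 15 min at room temperature; reaction started with 100 nM fluorophore/quencher forked duplex oligonucleotide and 2 mM ATP final. Unwinding followed kinetically by red fluorescence (ex 525, em 598 nm).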
# An asterisk follows results filed as active; u = inconclusive; x = not tested or not shown; [ ] = remark or other dose. Unless noted, calls follow the shape of the dose curve; as a rule, active = well fitted curve in the direction sought with a large enough effect; inconclusive = small, poorly fitted or top-dose-only effect, or another doubt; inactive = no such curve, though single readings can be large; an effect the other way counts as inactive or inconclusive.
SMILES,EPAC1 antagonist,PLK1 PBD inh,EPAC1 ag,Abeta yeast res,PI5P4Ka inh,FUS suppressor,IL-2 act,WRN helicase inh
CC(=O)CSc1nc(C(F)(F)F)cc(=O)n1-c1ccccc1,10%,-2%,4%,1%,x,25%,-2.4,1%
CCCc1cc(NC(=O)CCl)n(-c2ccccc2)n1,0%,-9%,-9%,-39%[inhibitor],4,15%,-2.4,-2%
O=C(/C=C/c1ccccc1)NNC(=O)c1cccnc1,7%,-1%,-2%,-5%,x,3%,-1.5,-8%
O=C(c1ccc(F)cc1)N(Cc1ccco1)C1CCS(=O)(=O)C1 (stereo unspecified),-22%,-8%,0%,-6%,2,-2%,-2.7,9%
COC(=O)C(CCCCNC(=O)OCc1ccccc1)NC(=O)CN (stereo unspecified),1%,-4%,3%,13%,-2,-30%,-0.1,1%
Cn1c(=O)c2c(nc(NCCCO)n2Cc2cccc(Br)c2)n(C)c1=O,5%,-8%,-4%,9%,x,7%,-1.3,8%
COC(=O)C(C)Oc1cc(OC(C)C(=O)OC)c2c(-c3ccccc3)cc(=O)oc2c1 (stereo unspecified),-8%,4%,1%,-10%,4,36%,-5.1,-9%
COc1cc(C#Cc2c(-c3cncn3C)n(C)c3ccc(-c4cnc(N5CCOCC5)nc4)cc23)cc(OC)c1,-15%,-9%,11%,-40%[inhibitor],1,u,0.4,-12%
CCC(=O)c1ccc(N2CCCCCC2)c(F)c1,-1%,-2%,3%,9%,-1,0%,-0.4,-7%
O=C(COC(=O)C1(c2ccccc2F)CCCC1)N1CCOCC1,2%,-11%,12%,22%,3,-13%,-0.3,12%
CCOC(=O)c1ccccc1NC(=O)CSc1nc2[nH]ncc2c(=O)[nH]1,3%,-2%,4%,-1%,-4,6%,-0.4,-9%
Cn1c(=O)cc(OCCCC(=O)N2CCN(c3ccccn3)CC2)c2ccccc21,4%,-5%,6%,9%,2,12%,0.3,1%
CC(NC(=O)CNC(=O)OCc1ccccc1)C(=O)N1CC(O)CC1C(=O)OCc1ccccc1 (stereo unspecified),-13%,1%,3%,3%,-4,3%,-0.8,0%
CCCC1(CCC)NC(=O)N(CC(=O)N2CCN(C(=O)c3ccco3)CC2)C1=O,14%,-15%,2%,-7%,2,7%,1.6,-7%
CC(=O)c1ccc(Oc2nc3c(c(=O)n(C)c(=O)n3C)n2C)cc1,-6%,-15%,3%,17%,-5,-13%,1.1,-4%
COc1ccc(Cl)cc1CN1CCN(c2nc(C)cc(C)c2C#N)CC1,-20%,-22%,12%,2%,19,8%,-0.3,-9%
CCCOc1ccc(C2=CSC3=NCCN23)cc1[N+](=O)[O-],-7%,30µM*,-6%,-16%,-14,10%,-0.3,21%
Cc1onc(-c2c(F)cccc2Cl)c1C(=O)NCc1ccccc1,3%,-15%,7%,-7%,-5,-5%,-0.7,-2%
COc1ccc(C(C)=O)cc1CN(C)C,-15%,u,6%,-7%,-1,16%,4.0,-12%
O=C(O)c1ccc(/C=N/Nc2ccc(Cl)nn2)cc1,19%,-2%,5%,3%,-9,2%,0.6,6%
CCOC(=O)c1sc(NC(=S)NC(=O)c2ccc(OC)cc2)nc1C,6%,-1%,4%,15%,-2,5%,0.7,10%
CC1(C(=O)NCc2cccc3ccccc23)CCN1Cc1ccccc1OC(F)F (stereo unspecified),-15%,1%,-9%,-12%,14,-2%,-0.8,-4%
CC(C)C[C@@]12C(=O)N(c3ccc(Br)cc3)C(=O)N1[C@H](c1ccc(Br)cc1)[C@@H]1C(=O)N(C(C)(C)C)C(=O)[C@@H]12,4%,-12%,3%,1%,0,u,3.8,-28%
COc1ccc(-c2csc(Cc3nnc(N4CCOCC4)n3-c3ccccc3)n2)cc1,11%,-6%,3%,6%,x,19%,-0.2,-3%
Cc1cccc(C(=O)Nc2ccc(C(=O)N/N=C/c3ccc(C)o3)cc2)c1,-11%,-3%,6%,1%,1,7%,0.2,-24%
O=C(CCCCCN1C(=O)[C@@H]2Cc3ccccc3CN2C1=O)Nc1ccccc1Cl,-6%,3%,-4%,-12%,7,-14%,-0.9,-11%
COc1cccc(-c2ccc(NC(=O)C3CCCN(CCCn4cccn4)C3)cc2)c1 (stereo unspecified),0%,1%,1%,15%,-1,20%,0.5,-5%
COc1cc(CN2CCN(Cc3ccco3)CC2)cc(OC)c1,x,-17%,u,-3%,2,27%,-3.8,-27%
S=C(c1cccs1)N1CCCC1,5%,-3%,-1%,26%,x,19%,-2.0,11%
COC(=O)Nc1ccc(S(=O)(=O)N2CCC(C(=O)NC3CCCCC3)CC2)cc1,-13%,-7%,-3%,-13%,0,-21%,-3.4,0%
O=c1cc(/N=C/c2coc3c(ccc4ccccc43)c2=O)[nH]c(=S)[nH]1,-9%,-24%,-12%,-26%,-75*,29%,1.1,-4%
O=C(c1ccc(Br)o1)N1CCN=C1SCc1cccnc1,-2%,-11%,-31%[inhibitor],-34%,1,-2%,-2.9,3%
COc1ccc(OC)c(NC(=O)Cc2cccs2)c1,12%,-21%,0%,8%,u,2%,0.3,-25%
O=C(N/C(=C\c1cccs1)C(=O)N1CCOCC1)c1ccco1,3%,u,10%,3%,-3,12%,-0.2,6%
Cc1ccc2[nH]c(=O)c(CN(CCO)C(=O)NCc3ccccc3)cc2c1,11%,-4%,0%,-12%,4,x,-2.0,-18%
CN1CCN(S(=O)(=O)c2ccc3c4c(cccc24)C(=O)N3)CC1,-23%,-5%,-6%,-10%,-2,-12%,-3.2,-6%
S=C(NCCc1ccc(Cl)cc1)NC1CC1,11%,0%,-6%,u,6,-36%,0.9,1%
COc1ccc(S(=O)(=O)N2CCC(O)(c3ccc(Cl)cc3)CC2)cc1,2%,-1%,5%,-37%[inhibitor],-1,32%,-0.9,-5%
Cc1ccccc1NC(=O)Cc1nc(COC(=O)/C=C/c2ccc(F)cc2)cs1,4%,-2%,11%,-1%,-1,-8%,-2.3,3%
C/C(=N\NC(=O)CSCc1cccc(Br)c1)c1ccc([N+](=O)[O-])cc1,-8%,-7%,13%,25%,4,-1%,-1.4,-6%
CC(OC(=O)CCCN=C1NS(=O)(=O)c2ccccc21)C(=O)Nc1ccccc1[N+](=O)[O-] (stereo unspecified),9%,-9%,8%,-4%,-5,11%,-0.9,1%
CCN(CC)C(=O)n1cnc(-c2ccccc2)c1-c1ccccc1,2%,-10%,-3%,-2%,-2,x,0.8,3%
CCn1nc(C(=O)NCc2nnc3ccccn23)c2ccccc2c1=O,11%,0%,0%,-7%,6,4%,-1.2,2%
CC(=O)C1=C(O)C(=O)N(CCc2ccccc2)C1c1ccccc1[N+](=O)[O-] (stereo unspecified),-2%,2%,-3%,-3%,13,10%,-3.2,4%
COc1ccc(OCc2nnc(SCC(=O)N3CCCC3)o2)cc1,-12%,-2%,6%,6%,0,-7%,-0.6,2%
CCn1nc(C)cc1C(=O)OCC(=O)c1ccc(Cl)cc1,-2%,3%,-2%,-6%,6,u,5.7,4%
COc1cc(C(=O)Nc2nnc(Cc3ccccc3)s2)cc(OC)c1OC,-12%,-17%,13%,11%,-3,27%,2.4,13%
COc1cc(/C=C/C(=O)OCC(=O)N2CCc3ccccc3C2)ccc1O,-16%,-1%,-7%,0%,0,19%,-3.1,-10%
CN(C(=O)c1ccc(S(=O)(=O)N2CCCCC2)cc1)C1CCS(=O)(=O)C1 (stereo unspecified),-2%,2%,1%,-1%,-5,-1%,0.1,-6%
O=Cc1c(N2CCSCC2)nc2ccccn2c1=O,-23%,-5%,1%,9%,-5,6%,-0.4,-5%

# (continued)
SMILES,EPAC1 antagonist,PLK1 PBD inh,EPAC1 ag,Abeta yeast res,PI5P4Ka inh,FUS suppressor,IL-2 act,WRN helicase inh
COC(=O)CN(c1ccc(C(C)C)cc1)S(=O)(=O)c1c(C)[nH]c(=O)[nH]c1=O,3%,-5%,-4%,-4%,-4,-26%,2.7,4%
COc1ccc2[nH]c(=O)c(CN(CC3CCCO3)C(=S)Nc3ccc(C)cc3)cc2c1 (stereo unspecified),u,-12%,-3%,-3%,1,-24%,-1.4,-11%
COc1cc2[nH]c(=S)n(CCN3CCCCC3C)c(=O)c2cc1OC (stereo unspecified),-15%,-7%,3%,16%,4,16%,2.2,-12%
CCN(CC)C(=O)C1=C(C)N(Cc2ccc(C(C)(C)C)cc2)C(=O)C(CC(=O)NCc2cccc3ccccc23)C1 (stereo unspecified),-4%,-4%,-27%,1%,-10,u,-3.4,-3%
O=C(COC(=O)CN1C(=O)NC2(CCCC2)C1=O)NCc1ccc(Cl)cc1Cl,-15%,-1%,-1%,6%,6,3%,-0.5,1%
O=C(COc1ccc(Cl)cc1)N/N=C/CCc1ccccc1,-1%,-2%,7%,-2%,x,13%,0.5,-3%
Cc1cc(=O)oc(C)c1C(=O)NCC(C)C,22%,2%,-1%,9%,x,-14%,-1.7,2%[57.1 µM]
COc1ccccc1Cc1nc2ccccc2n1S(=O)(=O)c1ccc(Cl)cc1,5%,-7%,6%,-1%,-4,x,1.2,2%
CC1CC1C(=O)Nc1nc2ccc(Cl)cc2s1 (stereo unspecified),3%,3%,0%,21%,0,14%,-0.2,1%
CCOC(=O)C1=C(C)NC(SC)=C(C#N)C1CC(C)C (stereo unspecified),u,0%,-5%,-23%,3,34%,-1.8,-10%
NC(=O)N/N=C/c1cn(-c2ccccc2)nc1-c1ccccc1,-4%,8%,4%,-14%,9,4%,0.4,-15%
CCOC(=O)C1=C(CNCc2ccccc2Cl)NC(=O)NC1c1ccc2c(c1)OCO2 (stereo unspecified),5%,3%,1%,12%,5,u,0.6,-14%

# Record cards, from the list above:
# `O=C(COc1ccc(Cl)cc1)N/N=C/CCc1ccccc1` across the screens: EPAC1 antagonist = -1%; PLK1 PBD inh = -2%; EPAC1 ag = 7%; Abeta yeast res = -2%; PI5P4Ka inh = x; FUS suppressor = 13%; IL-2 act = 0.5; WRN helicase inh = -3%
# `Cc1cc(=O)oc(C)c1C(=O)NCC(C)C` across the screens: EPAC1 antagonist = 22%; PLK1 PBD inh = 2%; EPAC1 ag = -1%; Abeta yeast res = 9%; PI5P4Ka inh = x; FUS suppressor = -14%; IL-2 act = -1.7; WRN helicase inh = 2%[57.1 µM]

# Looked up above.
# Under PLK1 PBD inh, `COc1ccc2[nH]c(=O)c(CN(CC3CCCO3)C(=S)Nc3ccc(C)cc3)cc2c1` (stereo unspecified) is entered as -12%
# Under PLK1 PBD inh, `CC1CC1C(=O)Nc1nc2ccc(Cl)cc2s1` (stereo unspecified) is entered as 3%
